# Source: PubChem BioAssay (The Scripps Research Institute Molecular Screening Center)
# ssDAF12 agonist – S. stercoralis DAF-12 activation, primary screen | HEK293 ssDAF-12/GRIP1 lit1-tk-luc reporter, luminescence; % of 3 µM dafachronic acid response | 370,000 tested, 1% active | activation, % at 6.8 µM;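 active = activation above the mean over all tested compounds plus 3 SD, cut at about 0.9% in these data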;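 also: 0% = DMSO-only wells and 100% = 3 µM delta7-dafachronic acid wells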
# PLCb3 inh – inhibitors of human phospholipase C beta3; Q01970; AID 720704; Purified PLC-beta3, fluorogenic substrate, fluorescence; inhibition, % at 12.2 µM; 370,000 tested, 0.18% active; in the data active = inhibition above about 11%;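 also: 0% = median of compound wells on plate and 100% = full blocker control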
# ADAM10 inh – inhibitors of human ADAM10 | O14672 | recombinant ADAM10, EDANS/DABCYL FRET peptide cleavage, 3 h | inhibition, % at 7 µM | 370,000 tested, 0.62% active;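 active = inhibition above a per-campaign cutoff equal to the mean of compounds falling between control-based bounds plus 3 SD, cut at about 20% in these data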;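 also: 0% = DMSO wells while the 100% control is not disclosed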
# ADAM17 inh – inhibits human ADAM17 | 370,000 tested, 0.83% active | inhibition, % at 6.95 µM | P78536 | AID 720648 | recombinant ADAM17, EDANS/DABCYL FRET peptide cleavage;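 active = inhibition above the mean of compounds lying between control limits plus 3 SD, set per campaign, cut at about 8.5% in these data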;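 also: 0% = DMSO-only wells as the low control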
# sPLA2-III inh – Inhibits HGIII-sPLA2 liposome hydrolysis, primary screen | inhibition, % at 12.2 µM | 370,000 tested, 0.56% active | QFRET BODIPY PC-A2 liposome hydrolysis, fluorescence;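 active = inhibition above mean plus 3 SD of compounds lying within the high and low control bounds, cut at about 19% in these data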;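 also: 0% = median of test compound wells and 100% = no enzyme DMSO wells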
# Target sequence (Q9NZ20 whole entry, looked up): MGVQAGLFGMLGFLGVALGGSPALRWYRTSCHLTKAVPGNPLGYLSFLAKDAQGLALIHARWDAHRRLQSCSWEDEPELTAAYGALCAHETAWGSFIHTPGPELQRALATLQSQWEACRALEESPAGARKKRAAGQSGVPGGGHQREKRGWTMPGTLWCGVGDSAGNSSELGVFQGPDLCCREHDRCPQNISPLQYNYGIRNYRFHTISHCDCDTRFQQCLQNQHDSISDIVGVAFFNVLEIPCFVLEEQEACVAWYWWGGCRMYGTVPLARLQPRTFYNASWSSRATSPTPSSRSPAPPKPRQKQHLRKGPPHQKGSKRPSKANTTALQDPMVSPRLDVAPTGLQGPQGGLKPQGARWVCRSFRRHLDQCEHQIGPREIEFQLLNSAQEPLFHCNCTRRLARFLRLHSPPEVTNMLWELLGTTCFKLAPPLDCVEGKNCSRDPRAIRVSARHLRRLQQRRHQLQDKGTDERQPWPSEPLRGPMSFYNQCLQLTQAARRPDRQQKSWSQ
# DAX1 inh-1 – DAX1 (NR0B1) inhibition, primary screen; HEK293T StAR-luciferase reporter, SF-1/DAX-1 repression relief; inhibition, % at 6.8 µM; 370,000 tested, 1.1% active; AID 652010;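 active = inhibition above the mean over all tested compounds plus 3 SD, cut at about 3.6% in these data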;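 also: 0% = DAX-1 cells with DMSO and 100% = cells lacking DAX-1 with DMSO; higher inhibition means more luminescence from relief of DAX-1 repression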
# DAX1 inh-2 – NR0B1 (DAX1) inhibition; inhibition, % at 6.75 µM; AID 504766; 340,000 tested, 0.99% active; HEK293 Gal4-DAX1 luciferase reporter, luminescence;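 active = inhibition above the mean over all tested compounds plus 3 SD, cut at about 4.2% in these data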;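 also: 0% = DAX1-transfected cells with DMSO and 100% = empty-vector control cells with DMSO; inhibition shows as a rise in luminescence from relieved DAX1 repression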
# Target sequence (P51843 207-470 limits assumed): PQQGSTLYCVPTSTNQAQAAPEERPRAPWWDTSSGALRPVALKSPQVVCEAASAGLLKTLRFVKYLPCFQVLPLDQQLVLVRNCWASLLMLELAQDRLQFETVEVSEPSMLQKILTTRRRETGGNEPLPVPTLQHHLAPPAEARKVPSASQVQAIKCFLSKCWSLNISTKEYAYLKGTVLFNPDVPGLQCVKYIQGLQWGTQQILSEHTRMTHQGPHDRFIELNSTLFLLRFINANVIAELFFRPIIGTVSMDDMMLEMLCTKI
# PLC-gamma1 inh – PLC-gamma1 (human) inhibition, primary screen. purified PLC-gamma1, fluorogenic substrate, fluorescence. AID 720700. 370,000 tested, 0.84% active. P19174. inhibition, % at 12.2 µM; in the data active = inhibition above about 9.5%
# hcDAF-12 act – activators of H. contortus DAF-12 nuclear receptor; HEK293 hcDAF-12 lit1-tk-luc reporter, luminescence; 0% DMSO, 100% Δ7-dafachronic acid; activation, % at 6.8 µM; 370,000 tested, 1.4% active; AID 652067;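 active = activation above the mean of all tested compounds plus 3 SD, cut at about 5.5% in these data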;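 also: 100% = response to 3 µM Δ7-dafachronic acid high control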
# GAA850 FXN act – activators of GAA850 frataxin (FXN) promoter. HEK293 lucGAA850 FXN promoter luciferase reporter, 24 h; percent of 10 µM SAHA response. activation, % at 6 µM. 360,000 tested, 0.56% active. AID 540364;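 active = activation above the average of all compounds screened plus 3 SD, cutoff fixed separately per campaign, cut at about 7.5% in these data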;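 also: 0% = DMSO wells and 100% = 10 µM SAHA wells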
# hgDAF12 agonist – hgDAF-12 agonism, primary luciferase screen; activation, % at 6.8 µM; HEK293 GAL4-hgDAF12 UAS-luciferase reporter, agonist luminescence; normalized to butyrate control; 370,000 tested, 1.8% active;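 active = activation above a cutoff set at the mean of all screened compounds plus 3 SD, cut at about 10% in these data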;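 also: 0% = DMSO wells and 100% = sodium butyrate wells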
# The depositor's hits bear a star; nt = not tested or not shown. Rows are unselected; overall some 6.9% were active at least once.
SMILES,ssDAF12 agonist,PLCb3 inh,ADAM10 inh,ADAM17 inh,sPLA2-III inh,DAX1 inh-1,DAX1 inh-2,PLC-gamma1 inh,hcDAF-12 act,GAA850 FXN act,hgDAF12 agonist
COCCNC(=O)c1sc2nc(-c3ccccc3)cn2c1C,-1.2,0,6,0,5,1.2,1.9,-4,1.5,2.4,0.3
Cc1cccc(-c2c3c(=O)n(C)c(=O)n(C)c3cn2C(C)C)c1,-2.0,-13,-11,-3,0,-0.1,-0.7,-7,-1.7,6.2,-6.2
O=C(c1ccc(-c2ccccc2)cc1)c1ccccc1C(=O)N1CCOCC1,-1.8,1,-6,-6,-9,-1.2,0.0,-5,-1.8,1.5,-1.9
CCc1noc(C)c1C(=O)OCC(=O)N(CC)c1c(N)n(Cc2ccccc2)c(=O)[nH]c1=O,-1.1,-3,0,-2,-5,-0.5,-0.7,-2,1.8,0.3,-1.2
COc1ccc(N2CCN(CC(O)COCCOc3ccc(Br)cc3)CC2)cc1 (configuration not stated),-0.9,3,0,-3,9,0.1,0.4,-1,0.1,1.7,-2.0
COc1cccc(C(=O)Nn2c(-c3cccs3)nc3ccccc3c2=O)c1OC,-2.0,0,2,2,1,-1.4,-1.7,-2,-2.3,1.5,-4.5
CC[N+](CC)(CC)CCC(O)(c1ccccc1)C1CCCCC1 (configuration not stated),-1.1,-2,-1,-5,11,-0.4,1.2,2,-1.8,-0.1,-3.2
COc1ccc(CN(Cc2ccco2)S(=O)(=O)c2ccc(S(=O)(=O)N3CCCC3)cc2)cc1,-1.0,0,-2,-2,2,0.1,-0.3,6,0.7,0.3,1.6
Cc1ccc2c(c1)c1c3n2CCN(C(=O)C2CC2)C3CCC1 (configuration not stated),-0.9,-124,-88,-18,-2,0.9,-0.7,-94,-0.8,0.0,0.2
CS(=O)(=O)NCCSc1cc(C(F)(F)F)nc2ccccc12,-0.1,3,0,-5,7,-0.8,2.0,1,2.6,1.1,-0.2
CC(C)(C)C1=C(C#N)C(c2cc3c(cc2Br)OCO3)C(C#N)=C(N)O1 (configuration not stated),-1.3,-1,-5,-7,1,0.3,0.9,-1,-0.1,6.2,-0.8
COc1ccccc1NS(=O)(=O)c1ccc(/C=C/C(=O)N2CCN(C(C)=O)CC2)cc1,-0.9,-7,-12,-10,-2,-1.1,-0.3,1,-0.6,1.7,0.8
CCOC(=O)N(C)c1ccc(C(O)(C(F)(F)F)C(F)(F)F)cc1,-1.5,6,1,-4,4,-0.1,0.3,-1,-0.6,-0.9,-1.6
CC(NC(=O)CNC(=O)OCc1ccccc1)C(=O)N1CC(O)CC1C(=O)OCc1ccccc1 (configuration not stated),-1.3,0,1,3,4,0.5,0.6,4,-0.9,-0.4,2.8
CCN(C[C@H]1N[C@@](CC)(C(=O)OC)[C@H]2C(=O)N(C)C(=O)[C@@H]12)C(=O)Nc1ccc(Cl)cc1,-0.8,1,-9,-4,4,0.7,0.2,0,3.7,-3.0,6.5
Cc1c(N)cccc1-n1cccc1,-1.8,-7,-10,-19,1,0.1,-1.2,-1,1.0,-0.7,1.8
Cc1ccc(C(=O)Cc2ccccc2)cc1,0.2,5,9,1,-8,0.2,1.2,7,0.0,-0.2,4.2
O=S(=O)(/N=C(/Nc1ccccc1)c1ccccc1O)c1ccccc1,-1.3,-6,-2,3,-16,0.0,-0.7,-11,0.2,2.4,-0.4
COc1ccc(C(=O)NC(=S)Nc2ccc(CN3CCCCC3)cc2)cc1Cl,-1.6,-15,-3,-3,3,-1.0,-0.5,-1,-2.6,0.3,-4.3
O=C(NCc1ccco1)c1cc(-c2cccc(Cl)c2)on1,-1.4,-2,-11,2,8,0.2,0.7,4,-0.6,-0.3,1.1
Cc1ccc(C(=O)NC(=S)NCc2ccccc2)cc1Br,-1.5,-6,1,2,-14,-0.1,nt,-3,0.0,2.4,2.6
O=C(Nc1nnc(CCN2CCCCC2)s1)C1CCCCC1,-0.6,2,8,-1,1,-0.1,1.4,1,-1.5,-2.1,-2.6
CNC(=O)C(C)Sc1ccc(S(=O)(=O)N2CCOCC2)cn1 (configuration not stated),-0.8,-5,-11,-4,4,-0.2,0.2,0,0.2,0.0,0.8
Cc1cc2c(cc1S(=O)(=O)CCC(=O)NCc1ccccc1)OCC(=O)N2,-1.0,3,0,-4,0,0.7,0.5,1,0.3,0.5,-0.3
CCOC(=O)N1CCN(C(=O)c2ccc3c(Cl)c4c(nc3c2)CCCC4)CC1,-1.2,-6,5,-1,-6,0.3,-0.1,-1,-1.0,2.6,-0.1
O=C(NCc1ccccc1)/C(=C\c1ccc(O)cc1)NC(=O)c1ccco1,-1.4,-7,-10,-3,-1,-0.9,1.9,0,-0.4,0.9,0.5
O=C(OCc1cccc2ccccc12)C1CC(=O)N(c2ccccc2)C1 (configuration not stated),-1.8,1,-9,-2,3,-0.3,1.0,-2,0.6,-2.1,-1.8
O=C1CCC[C@H]2C[C@H](NCc3ccccc3Cl)CC[C@]23CCCN13,-0.3,-2,-3,-2,0,nt,nt,-3,1.8,nt,1.6
CC(C)C(=O)Nc1nnc(CCN2CCOCC2)s1,-1.2,0,2,-2,1,0.7,0.2,0,-1.1,-0.7,1.6
COCc1cc(N2CCOCC2)nc(SCc2ccc(Cl)cc2)n1,-1.1,-1,-11,1,1,2.2,-1.3,2,-0.1,3.4,0.8
COc1ccc(C(=S)N2CCOCC2)cc1OC(=O)c1ccc([N+](=O)[O-])cc1,-1.0,-6,7,0,2,0.4,-0.2,3,0.0,-2.6,2.0
Cc1cc(C(=O)C(C)OC(=O)c2ccc(NC(=O)CC#N)cc2)c(C)n1-c1ccc(OC(F)F)cc1 (configuration not stated),-1.9,-13,1,0,-45,-3.3,-1.8,-1,-2.9,0.5,0.8
O=c1[nH]snc1N1CCOCC1,-0.4,4,2,-4,9,-0.6,0.5,4,-1.0,-0.1,2.4
CCC(=O)N(CCc1ccccc1)Cc1cc2cc(C)ccc2[nH]c1=O,-1.1,0,-6,-2,-7,-0.3,-1.4,-2,-0.4,1.9,-1.2
CCOC(=O)CSc1ncnc2c(C(=O)OCC)c3n(c12)CCC3,-1.3,2,-2,0,-4,-0.3,-0.5,2,-0.9,2.5,2.3
COc1cccc(C2NC(c3cccc(OC)c3O)C(C)C(=O)C2C)c1O (configuration not stated),-2.0,-8,1,1,-5,1.3,0.6,-1,-2.1,-2.3,-0.1
CC1=CC(=C(C#N)c2nc3ccccc3s2)C=C(C)N1c1ccc(F)cc1F,0.0,2,5,0,-3,-0.6,-1.1,1,0.6,2.1,0.1
Cn1nc(-c2ccc(N3CCN(CCO)CC3)c([N+](=O)[O-])c2)c2ccccc2c1=O,-1.9,3,10,0,10,-0.3,3.2,5,0.2,2.4,-3.3
COC(=O)C(NC(=O)c1ccc(C)cc1)(Nc1cccc(C)n1)C(F)(F)F (configuration not stated),-0.9,0,-8,-3,3,-0.2,-0.7,0,-2.5,1.1,-2.1
Cc1cc(C)c2c(N)c(C(=O)c3ccc(Br)cc3)oc2n1,-1.8,-14,-10,-1,-1,0.0,-0.8,-7,-1.2,1.8,0.8
CCc1ccc(CN2CCC(n3nccc3NC(=O)c3cccc(F)c3)CC2)cc1,-1.3,-1,9,-4,-19,-1.9,-0.4,6,-1.2,-1.8,-0.9
Cc1ccc(NC(=O)c2ccc(Cl)c(S(=O)(=O)NCC3CCCO3)c2)c(O)c1 (configuration not stated),-0.1,-11,-5,-3,-25,-1.0,1.1,-1,4.8,2.9,-0.7
Cc1c(C)n2c(SCC(=O)N3CCCC3)nnc2[nH]c1=O,-0.7,-9,-12,-1,-3,0.2,0.3,-1,-0.2,-0.2,2.1
COCCCNCC#CCOc1ccc(OC)cc1,-0.2,2,-3,-1,0,0.5,1.2,1,-2.0,3.2,-1.8
C=CCNC(=O)c1c(CS(=O)(=O)c2ccccc2)noc1C(=O)NCc1ccccc1,-1.0,1,-1,-2,-2,-0.3,1.2,-1,-1.2,-1.2,0.3
Cc1cccnc1NC(=O)Nc1cccs1,-0.8,4,7,-4,-4,0.0,2.2,-1,0.4,2.7,3.5
O=C(CCNc1ccc(F)c(Cl)c1)c1ccco1,-1.6,3,-3,4,2,0.0,1.1,7,-0.2,-2.1,2.8
C=CCc1cc(Cl)ccc1OCCOCCN(C)C,0.0,6,-5,-3,0,0.0,-0.1,4,-1.4,1.2,-3.9
COC(=O)c1ccc(COn2c(=O)c(C)[n+]([O-])c3ccccc32)cc1,-1.9,1,-5,-2,-2,-0.9,0.0,0,-0.3,1.4,-0.3
CCOC(=O)c1cc(S(=O)(=O)N2CCN(Cc3ccccc3)CC2)cn1C,-1.5,2,4,2,-15,-0.4,1.1,1,1.6,1.1,-3.8
# New compounds follow
SMILES,ssDAF12 agonist,PLCb3 inh,ADAM10 inh,ADAM17 inh,sPLA2-III inh,DAX1 inh-1,DAX1 inh-2,PLC-gamma1 inh,hcDAF-12 act,GAA850 FXN act,hgDAF12 agonist
CCOC(=O)c1c(C)c2c(n1C)CCC/C2=N\O,-1.4,6,-2,-2,5,-1.0,0.1,1,-2.2,5.2,1.2
Cc1cccnc1NC1CCCCC1,-1.1,-1,-3,-3,0,-0.3,0.8,0,-0.9,2.4,-0.4
Cn1c(=O)n(C)c2cc(S(=O)(=O)N3CCOCC3)ccc21,-2.0,5,6,2,9,-0.1,-0.9,4,-1.4,-1.1,-0.9
Cc1ccc(C)c(/C=C2\CCn3c2nc2cc(C(=O)O)ccc2c3=O)c1,-0.3,-33,-6,-5,0,0.4,0.9,-20,0.5,3.8,-0.2
CCN1CCCC1CN(Cc1cc2cc(C)ccc2[nH]c1=O)C(=O)Nc1ccccc1OC (configuration not stated),-0.8,-22,-17,-11,-9,4.0*,-0.5,-16,2.8,-1.5,0.8
NC(=O)c1ccccc1NS(=O)(=O)c1ccc(F)cc1,-1.3,-22,-114,-34,-6,0.2,0.6,-15,-0.8,-1.0,2.8
CCN(CC)C(=O)c1ncn2c1C(=O)N[C@@H](C)C2,-1.0,1,-12,1,16,-0.4,nt,-1,0.8,nt,-3.8
Cc1cc(OCC(=O)NNC(=S)NCC2CCCO2)cc(C)c1Cl (configuration not stated),-1.2,-8,10,2,10,1.4,-0.3,-1,-1.6,2.8,1.4
Cc1ccccc1NC(=O)c1cccc(C(=O)Nc2ccccc2C)n1,-1.5,-3,-1,-4,-6,-1.1,-0.5,3,-3.1,0.0,0.0
Cc1ccc(C(=O)Nc2c(-c3ccc(Cl)cc3)[nH][nH]c2=O)cc1,-1.3,4,-6,-2,-24,-0.2,nt,7,-1.9,nt,-5.1
N#CC(C(=O)OC1CCCCC1)c1nc2ccccc2nc1N1CCOCC1 (configuration not stated),-0.6,-4,-3,-6,2,-0.3,1.7,-6,0.4,-0.2,0.4
